# Ba/F3 V617F tox: loss of viability in JAK2V617F-driven Ba/F3 cells | AID 1446 | inhibition, % at 5.6 µM | 220,000 tested, 1.1% active | Ba/F3 EpoR-JAK2V617F viability, ATP luminescence;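 active = inhibition above the campaign mean plus 3 SD over all tested compounds, cut at about 24% in these data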;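 also: cytokine-independent growth of Ba/F3 cells driven by EpoR plus mutant JAK2; 0% = DMSO-treated cells and 100% = JAK inhibitor I control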
# EP2 modulator: modulates human prostaglandin E2 receptor EP2 signaling. AID 940. EP2-expressing cells, cAMP HTRF FRET, PGE2 co-stimulation. induction, % at 25 µM. 260,000 tested, 0.83% active;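 active = compounds whose cAMP rise, as percent of the full-agonist control response, exceeds 60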;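 also: rat C6 glioma line stably carrying human EP2 under a CMV promoter; the protocol text gives 20 µM as final concentration; 100% = response of wells given 1 µM PGE2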
# Target sequence (P43116 whole entry, looked up): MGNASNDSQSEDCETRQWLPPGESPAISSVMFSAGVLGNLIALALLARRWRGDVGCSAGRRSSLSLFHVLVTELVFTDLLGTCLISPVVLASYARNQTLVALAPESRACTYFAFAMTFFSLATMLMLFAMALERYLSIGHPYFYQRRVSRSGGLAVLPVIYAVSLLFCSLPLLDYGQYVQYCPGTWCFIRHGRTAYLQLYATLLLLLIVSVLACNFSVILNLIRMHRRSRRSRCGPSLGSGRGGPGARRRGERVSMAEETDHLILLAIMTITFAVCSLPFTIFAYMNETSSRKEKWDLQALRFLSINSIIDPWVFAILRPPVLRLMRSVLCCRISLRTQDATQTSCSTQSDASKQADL
# BaF3 tox: counter-screen for JAK2V617F inhibitors: parental Ba/F3 viability inhibitors. 220,000 tested, 1.1% active. inhibition, % at 5.6 µM. CellTiter-Glo ATP luminescence;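 active = inhibition above a per-campaign cutoff, the mean inhibition of all tested compounds plus 3 SD, cut at about 27% in these data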;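 also: 0% = DMSO wells and 100% = JAK Inhibitor I control wells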
# TRPML3 ag: activates the human TRPML3 channel; AID 1448; HEK293 TRPML3-YFP, Fluo-8 calcium fluorescence; 100% = the carbachol control signal; 220,000 tested, 0.29% active; activation, % at 3 µM;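 active = activation above its plate's cutoff, the mean activation of the plate's test wells plus 3 SD, cut at about 12% in these data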;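 also: 0% = DMSO only wells and 100% = carbachol wells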
# Target sequence (Q8TDD5 whole entry, looked up): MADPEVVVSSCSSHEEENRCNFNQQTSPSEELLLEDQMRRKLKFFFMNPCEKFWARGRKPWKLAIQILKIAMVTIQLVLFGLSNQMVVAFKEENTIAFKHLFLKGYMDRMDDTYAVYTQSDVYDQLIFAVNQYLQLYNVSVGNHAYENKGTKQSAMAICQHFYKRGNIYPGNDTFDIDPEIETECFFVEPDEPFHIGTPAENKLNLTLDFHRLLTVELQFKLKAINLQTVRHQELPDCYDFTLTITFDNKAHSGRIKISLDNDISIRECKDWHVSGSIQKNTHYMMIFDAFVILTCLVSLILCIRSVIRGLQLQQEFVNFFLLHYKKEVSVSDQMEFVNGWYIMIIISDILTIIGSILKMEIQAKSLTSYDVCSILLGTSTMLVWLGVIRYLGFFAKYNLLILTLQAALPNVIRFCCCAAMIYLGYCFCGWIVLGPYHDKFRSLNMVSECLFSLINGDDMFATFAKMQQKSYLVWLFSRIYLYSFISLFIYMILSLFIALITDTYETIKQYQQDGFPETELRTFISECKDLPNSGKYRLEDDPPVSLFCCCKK
#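 Test system: HEK293 cells stably carrying human TRPML3-YFP; Doses: single dose, 3 µM final nominal compound, 0.3% DMSO final; Schedule: dye loading 1 h 37 °C then 30 min ambient, 125 s read; Technique: Fluo-8 calcium fluorescence; Benchmarks: high control carbachol 87 µM, low control DMSO.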
# m-calpain inh: blocks pig calpain II enzyme activity; AID 1236; purified calpain II, fluorogenic peptide substrate, 30 min; 220,000 tested, 0.37% active; inhibition, % at 16 µM;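 active = inhibition above about 50%, limit read from the data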
# zfTRPN1 agonist: zebrafish TRPN1 (NompC) channel agonism; HEK293 zebrafish TRPN1-YFP, Fluo-8 calcium fluorescence; 100% = response to 87 µM carbachol; activation, % at 3 µM; 220,000 tested, 0.18% active;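 active = activation above its plate's cutoff, the mean activation of test wells on that plate plus 3 SD, cut at about 19% in these data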;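 also: 0% = DMSO alone and 100% = 87 µM carbachol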
#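 Control set: carbachol 87 µM as high control, DMSO as low control; system: HEK293 stable line with zebrafish TRPN1-YFP; read-out: % activation versus carbachol response; detection: intracellular calcium fluorescence with Fluo-8; doses: single test compound dose, 3 µM nominal, 0.3% DMSO; schedule: dye 1 h 37 °C plus 30 min RT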
# S1P4 antag: blocks the human S1P4 receptor. inhibition, % at 4.98 µM. O95977. 220,000 tested, 0.26% active. S1P4-expressing cells, antagonist mode, reporter read-out. AID 1510; in the data active = inhibition above about 29%;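 also: 0% = wells stimulated with agonist and 100% = vehicle wells without agonist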
# PERK inhibitor: blocks human PERK kinase. Q9NZJ5. CHO PERK-DD fusion, SEAP luminescence translation reporter. inhibition, % at 5.6 µM. 220,000 tested, 0.17% active. AID 1416;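 active = inhibition above the mean inhibition of all tested compounds plus 3 SD, set separately per screening campaign, cut at about 2.9% in these data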;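 also: PERK kinase domain activated by AP20187 dimerizer at 100 nM; 0% = DMSO with dimerizer and 100% = rapamycin at 8.4 µM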
# S1P4 agonist: human S1P4 receptor agonism | 220,000 tested, 0.35% active | AID 1509 | S1P4-expressing cell line, agonist reporter assay | O95977 | activation, % at 4.98 µM; in the data active = activation above about 11%;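 also: 0% = DMSO vehicle and 100% = reference agonist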
# The depositor's hits bear a star; i = inactive; · = no result given; & = joins results of further samples.
No.	structure	Ba/F3 V617F tox	EP2 modulator	BaF3 tox	TRPML3 ag	m-calpain inh
1	Cc1ccc(C(=C2C3C=CC2C2C(=O)NC(=O)C32)c2ccc(C)cc2)cc1 (stereo not given)	0	59	2	0.8	2
2	CC(C)COC(=O)Nc1nnc(SCCOc2ccccc2)s1	-5	-7	0	-0.9	-4
3	COc1ccc(/C=C/C(=O)OCC(=O)NCCC2=CCCCC2)cc1S(=O)(=O)N1CCOCC1	-1	-2	-1	1.9	-16
4	COC(=O)c1sc(N)c(C(=O)OC)c1COC(=O)CCNS(=O)(=O)c1ccc(C)cc1	-1	11	3	0.5	-13
5	O=C(NCCc1ccccc1)C1CCN(S(=O)(=O)c2ccc(-n3cnnn3)cc2)CC1	2	4	7	0.3	16
6	COc1ccccc1CN1CCCC(C(=O)N(C)Cc2ccccc2)C1 (stereo not given)	-1	-17	0	0.1	25
7	CCc1ccc(-c2nc(CN3CCC(C(=O)NCc4ccc(F)cc4)CC3)c(C)o2)cc1	-6	-32	4	0.6	-12
8	Cc1ccc2nc(Cn3cc(C(F)(F)F)ccc3=O)cc(=O)n2c1	-1	11	6	0.8	-83
9	CCn1nnnc1SCC(=O)Nc1ccc(OC)cc1	-2	16	2	1.1	-8
10	CC(C)(O)C(=O)NN(C(=O)c1ccccc1)c1cccc(Br)c1	2	23	4	0.7	3

No.	zfTRPN1 agonist	S1P4 antag	PERK inhibitor	S1P4 agonist
1	0.1	-4	1.2	2.0
2	-0.3	-16	1.4	-0.4
3	3.3	-15	-0.1	1.2
4	2.0	-7	-1.0	0.1
5	0.9	-20	-0.8	-0.4
6	-0.4	3	-1.1	-1.6
7	-1.7	-6	-1.4	-2.9
8	-0.2	-2	0.4	1.3
9	-1.6	-12	0.0	1.4
10	-0.1	-19	0.1	-1.0

# Continuation.
No.	structure	Ba/F3 V617F tox	EP2 modulator	BaF3 tox	TRPML3 ag	m-calpain inh
11	O=C(CN(c1cccc(C(F)(F)F)c1)S(=O)(=O)c1ccc(Cl)c([N+](=O)[O-])c1)NCc1ccccc1	4	-18	5	0.6	14
12	COC(=O)CSc1nnc(CNC(=O)c2ccco2)n1-c1ccc(F)cc1	0	6	4	-0.3	-6
13	O=C(NCCS(=O)(=O)c1ccc(Cl)cc1)c1ccc(F)cc1	3	2	5	0.2	26
14	Cc1ccc(NC(=O)C(CC(C)C)NC(N)=O)cc1Cl (stereo not given)	6	7	13	0.6	10
15	C/C(=N\NC(=O)c1ccc(-c2ccccc2)cc1)c1cccc(N)c1	-4	-80	1	0.2	14
16	O=C(NCCN1CCOCC1)c1cc(-c2ccccc2)on1	3	-8	2	0.2	1
17	Cc1cccc(NC(=O)C(=O)NCCc2c[nH]c3ccccc23)c1C	-3	-71	0	0.3	-9
18	O=C(c1ccc(Br)cc1)N1CCCC(c2nc(-c3cccs3)no2)C1 (stereo not given)	0	-54	6	1.3	-1
19	COc1ccc(CCNC(=O)Cn2nc(C(=O)O)c3ccccc3c2=O)cc1OC	-6	-5	0	0.1	7
20	COc1ccc(C)c2sc(=NC(=O)c3ccc(C(C)=O)cc3)n(C)c12	4	-17	0	0.5	-136

No.	zfTRPN1 agonist	S1P4 antag	PERK inhibitor	S1P4 agonist
11	-0.6	21	0.0	0.5
12	-0.1	-2	0.9	-0.1
13	1.2	-12	-0.3	1.6
14	0.6	3	-0.6	0.5
15	1.1	-2	0.3	0.4
16	1.0	23	0.1	1.1
17	0.7	7	0.3	0.6
18	2.8	-15	0.1	-0.1
19	0.2	-11	0.7	-0.9
20	-0.2	11	0.5	-0.6

# The list continues:
No.	structure	Ba/F3 V617F tox	EP2 modulator	BaF3 tox	TRPML3 ag	m-calpain inh
21	CCCCNC(=O)COc1ccccc1C(=O)c1cc(C#N)c(=O)n(CCOC)c1	-1	10	3	1.1	1
22	COc1ccc(CC(=O)N2CC3(C)CC2CC(C)(C)C3)cc1 (stereo not given)	0	7	2	0.2	13
23	N/C(=N\OC(=O)c1ccc2c(c1)OCO2)c1ccncc1	1	-9	3	0.4	12
24	COc1cccc(CNCC(O)(c2ccc(Cl)cc2)c2ccc(Cl)cc2)c1	0	4	6	0.6	20
25	CCOc1ccccc1/C=N/NC(=O)CNC(=O)c1ccc(S(=O)(=O)N2CCOCC2)cc1	-2	-1	4	0.4	-3
26	Nc1c(C(=O)NCC2CCCO2)c2nc3ccccc3nc2n1-c1ccccc1 (stereo not given)	0	35	-1	0.4	i
27	O=C1C2C(C(=O)N1CC1CCCO1)C1C=CC2C12CC2 (stereo not given)	-1	34	7	0.7	-5
28	COCCNC(=O)COC(=O)c1ccc(S(=O)(=O)N2CCOCC2)cc1	-3	27	-4	0.7	-12
29	Cc1ccc(OCC(=O)Nc2ccc(N3CCN(S(C)(=O)=O)CC3)cc2)cc1C	-6	17&-7	2	0.2	-22
30	CCCN(Cc1cc2ccccc2[nH]c1=O)C(=O)c1cccc([N+](=O)[O-])c1	-3	-5	-2	0.3	12

No.	zfTRPN1 agonist	S1P4 antag	PERK inhibitor	S1P4 agonist
21	0.8	-4	0.8	4.5
22	-1.1	-3	-1.3	-0.1
23	-1.5	-11	0.7	0.6
24	1.2	-10	-0.2	1.3
25	-0.6	-15	0.2	-0.3
26	0.7	5	-1.4	2.7
27	3.5	1	2.1	-1.2
28	0.4	-6	2.1	-3.8
29	3.6	10	0.6	-1.7
30	3.1	4	-0.7	0.9

# (continued)
No.	structure	Ba/F3 V617F tox	EP2 modulator	BaF3 tox	TRPML3 ag	m-calpain inh
31	Cc1cccc(OC2CCN(Cc3c(C(=O)N4CCCC4)nc4ccccn34)CC2)c1	1	-27	5	0.5	32
32	CC(C)Nc1nc(NNc2nc(Cl)nc(NC(C)(C)C)n2)nc(NC(C)C)n1	1	-5	-2	0.0	32
33	COC(=O)c1cc2sc(Cl)cc2n1CC(=O)Nc1cccc(SC)c1	8	15	4	-0.3	-140
34	Cn1cnc2cc(OC(=O)c3ccccc3)ccc21	1	25	2	1.0	-15
35	COc1ccc(NC(=S)N(C)CC2COc3ccccc3O2)cc1 (stereo not given)	6	-56	10	0.5	3
36	Cn1c(NCCN2CCCCC2)cc(=O)n(C)c1=O	-1	11	6	0.4	-5
37	CC(=O)c1ccc(NC(=S)Nc2cccc(Cl)c2C)cc1	-1	-81	3	0.9	-14
38	Cc1ccc(C2C(C#N)=C(N)N(N(C)C)C3=C2C(=O)CCC3)cc1 (stereo not given)	1	19	5	0.2	24
39	CCOC(=O)CSc1nnc(Cn2c(=O)sc3ccccc32)n1C	-1	21	4	0.2	-14
40	CN(C)c1nc(N(C)C)nc(N2CCCCC2)n1	-3	26	1	0.8	-22

No.	zfTRPN1 agonist	S1P4 antag	PERK inhibitor	S1P4 agonist
31	1.7	-8	-0.9	0.8
32	-0.7	0	-1.4	0.1
33	-0.5	-1	-0.6	-1.0
34	4.1	6	-0.2	1.0
35	0.2	-18	0.8	0.1
36	1.1	-1	1.1	0.5
37	1.5	14	1.1	1.9
38	-2.0	-18	0.2	1.0
39	0.9	-6	0.4	-0.7
40	-1.5	-11	0.4	-1.3

# Carrying on:
No.	structure	Ba/F3 V617F tox	EP2 modulator	BaF3 tox	TRPML3 ag	m-calpain inh
41	N=C1C2=C3Sc4ccccc4N3CCCC2=NN1c1cccc(S(=O)(=O)O)c1	-3	-9	-5	0.1	-12
42	CC(=O)Nc1cccc(NC(=O)CSc2nc3ccccc3o2)c1	-3	-1	0	0.8	0
43	CC1(C)CC(=O)C2=C(C1)NC(=O)CC2c1cc(F)ccc1F (stereo not given)	-1	4	3	0.5	-2
44	COc1ccc(C(CCN)Cc2ccccc2)cc1 (stereo not given)	3	-6	7	0.8	-8
45	COc1ccc(S(=O)(=O)N2CCC(C(N)=O)(N3CCCCC3)CC2)cc1	-3	-7	3	0.0	-23
46	COc1ccc(Cc2c(N)nc(N)nc2N)cc1	2	·	1	0.8	·
47	CCn1c(O)c(N=NC(=O)c2cccnc2)c2cc(Br)ccc21	-4	-17	0	0.1	-12
48	COc1ccc(S(=O)(=O)Nc2cc(C)ccn2)cc1	-2	-8	5	0.9	-118
49	Cc1cc(F)ccc1S(=O)(=O)Nc1ncnc2sc3c(c12)CCC3	6	-8	8	0.6	-44
50	O=P(O)(O)c1ccccc1OCCOCCOCCOCCOc1ccccc1P(=O)(O)O	-1	39	4	-0.2	-19

No.	zfTRPN1 agonist	S1P4 antag	PERK inhibitor	S1P4 agonist
41	-0.1	-10	1.6	0.0
42	1.1	-11	0.8	1.3
43	0.8	-8	0.5	0.0
44	1.1	12	0.9	0.9
45	1.2	2	-0.4	2.1
46	2.2	-18	-0.1	1.6
47	1.6	-3	-0.5	0.2
48	-0.8	-4	0.7	4.2
49	1.1	-6	-0.7	0.6
50	0.8	7	0.9	-2.3

# An excerpt from above in order of their number in m-calpain inh, descending:
entry | Molecule | m-calpain inh
42 | CC(=O)Nc1cccc(NC(=O)CSc2nc3ccccc3o2)c1 | 0
47 | CCn1c(O)c(N=NC(=O)c2cccnc2)c2cc(Br)ccc21 | -12
49 | Cc1cc(F)ccc1S(=O)(=O)Nc1ncnc2sc3c(c12)CCC3 | -44
48 | COc1ccc(S(=O)(=O)Nc2cc(C)ccn2)cc1 | -118

# (list continues)
No.	structure	Ba/F3 V617F tox	EP2 modulator	BaF3 tox	TRPML3 ag	m-calpain inh
51	Cc1nnsc1C(=O)N1CCCC(C(=O)c2ccc(C(F)(F)F)cc2)C1 (stereo not given)	7	-1	10	1.0	21
52	Cc1cccc(Cc2c(C)nc3nc(SCC(=O)O)nn3c2C)c1	-3	-13	2	0.6	21
53	CC(C)(C)c1cc(C(=O)NCc2cc(F)cc3c2OCOC3)n(Cc2ccccc2)n1	-2	1	0	-0.1	1
54	COc1ccc(-c2nn3c(C4CCCCC4)nnc3s2)cc1OC	1	61*	-2	-1.1	-9
55	CCOc1ccc(C(=O)Nc2ccc3c(c2)OCCO3)cc1[N+](=O)[O-]	2	-16	5	1.4	-3
56	Oc1c(CN2CCOCC2)cc(-c2ccccc2)cc1CN1CCOCC1	-1	-11	3	0.3	-12
57	CCC1Oc2ccc(C)cc2N(CC(=O)NCCCN2CCCCC2CC)C1=O (stereo not given)	0	-9	5	0.5	-15
58	COc1ccc(Cl)cc1NS(=O)(=O)c1cc(Cl)ccc1OC	1	9	5	0.5	9
59	CCCn1c(N2CCN(CC(=O)NCc3cccs3)CC2)nc2ccccc21	0	14	4	-0.6	19
60	COc1ccc(S(=O)(=O)NCc2cn3c(C)csc3n2)cc1F	-2	13	3	-0.2	-20
61	COc1ccc(N(C(=O)CS(=O)CC(=O)Nc2ccc(F)cc2)C(C(=O)NC2CCCCC2)c2cccs2)cc1 (stereo not given)	2	31	7	-0.1	18

No.	zfTRPN1 agonist	S1P4 antag	PERK inhibitor	S1P4 agonist
51	1.2	1	-0.5	-1.2
52	0.5	-5	1.8	0.0
53	-1.8	-9	-1.5	0.6
54	-0.8	2	-0.6	0.0
55	1.2	2	0.2	0.7
56	1.3	-2	-0.2	-1.8
57	-0.9	-10	-0.1	0.6
58	1.2	6	0.0	0.1
59	-0.3	11	-1.5	-1.3
60	1.6	-16	1.9	1.6
61	0.7	-12	0.3	1.3
